Bioassay records as filed in PubChem BioAssay.
D1 antagonist – antagonists of human D1 dopamine receptor. HEK293 TREx D1 cells, calcium flux, dopamine EC80; hits give low values. activity change, negative = inhibition, % at 10 µM. 360,000 compounds, 3.2% hits; in the data active = activity change below about -30%; note: % is set by controls: 0 for no effect and ±100 for the full control effect
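Kinetic fluorescence of a calcium dye serves as the read-out. D1-expressing Hek293 Trex cells, induced overnight at 30 C, are exposed to compound for 180 s before an EC80 dopamine addition, then read 180 s further.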
Vif-APOBEC3G blk – Vif-A3G binding inhibition; Q9HC16; HeLa A3G-eYFP + Vif (tagged APOBEC3G with the HIV-1 protein that degrades it), YFP fluorescence, overnight; Potency, µM (doses to about 46.1 µM), without a hit: top-dose activity, negative = active, most hits filed as inhibitors; 410,000 compounds, 0.076% hits; AID 602310;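 note: potency is the fitted concentration of half-maximal effect; % is set by controls: 0 for no effect and ±100 for the full control effect; nearly all actives have a fitted effect of over 60% in size; hits raise eYFP signal because A3G escapes Vif-driven loss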
Target sequence (Q9HC16 whole entry, looked up): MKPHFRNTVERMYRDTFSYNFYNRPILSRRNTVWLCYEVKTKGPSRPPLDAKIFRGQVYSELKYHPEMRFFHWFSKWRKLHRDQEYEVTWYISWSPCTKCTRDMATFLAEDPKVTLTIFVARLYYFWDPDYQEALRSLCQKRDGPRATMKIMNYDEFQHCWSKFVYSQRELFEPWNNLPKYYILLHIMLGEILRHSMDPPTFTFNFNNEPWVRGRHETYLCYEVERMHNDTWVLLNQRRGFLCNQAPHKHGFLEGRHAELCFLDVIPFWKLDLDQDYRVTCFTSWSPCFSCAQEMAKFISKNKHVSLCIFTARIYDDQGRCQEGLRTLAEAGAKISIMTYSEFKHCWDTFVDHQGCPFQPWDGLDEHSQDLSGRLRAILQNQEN
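HeLa cells stably expressing Vif and C-terminally eYFP-tagged A3G, seeded overnight at 37 deg C, then exposed to compound by pintool overnight at 37 deg C. Rise in yellow fluorescence (Ex 488/Em 500-530, Acumen) marks blocked Vif-driven A3G degradation.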
GRP78 ERSR act – inducers of ER stress response in human glioma cells | U87-MG GRP78 promoter luciferase reporter, 16 h | Potency, µM, for the others: top-dose activation, usual class: activators | 420,000 compounds, 0.02% hits; note: potency is the fitted concentration of half-maximal effect; series mostly up to about 76 µM; % of control where 0% means no effect; nearly all actives have a fitted effect of over 35% in size
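Stably transfected U87-MG glioma cells carrying a GRP78-based luciferase sensor; 16 h compound incubation. Luminescence end-point read 10 min after Bright-Glo addition at room temperature.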
D2 potentiator – positively modulates the human D2 dopamine receptor allosterically. P14416. 340,000 compounds, 0.34% hits. potentiation, % at 10 µM. HEK293 T-REx D2, calcium flux, EC20 dopamine potentiation. AID 485347;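 active = potentiation over 3 SD above the plate norm, cut at about 30% in these data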; note: 0% is about no effect
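Cells plated with tetracycline inducer and held overnight at 30 C; calcium dye loaded 30–90 min at room temperature; baseline taken, compound added and read 180 s; EC20 dopamine then added and read 180 s.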
LDHA block – LDHA (human) enzyme inhibition. P00338. purified LDHA, NADH/diaphorase-resazurin fluorescence; hits give low values. activity change, % (values are at about 110 or 230 µM). 480,000 compounds, 0.15% hits; in the data active = activity change below about -30%; inconclusive = mostly about -25% to -30%;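 note: plate controls were DMSO wells for no effect and wells without enzyme for full effect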
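Resorufin fluorescence (ex540/em590), read at 0 and 20 min after diaphorase/resazurin addition, reports the NADH left after a 5 min room-temperature reaction of 2 nM human LDH5 with 0.06 mM NADH and 0.2 mM pyruvate.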
D1 ag – human D1 receptor agonism. 360,000 compounds, 1% hits. HEK293 T-REx D1 cells, calcium flux, agonist mode. AID 504660. P21728. activation, % at 2 µM; in the data active = activation above about 30%; note: 0% is about no effect
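Agonism was scored from calcium flux recorded over 180 s (1 read/s) after pintool compound addition, following a 10-cycle baseline. Cells were inducible force-coupled HEK293 TREx D1, plated overnight at 30 C and loaded with no-wash calcium dye.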
D1 potentiator – potentiators of human D1 dopamine receptor | P21728 | HEK293 TREx D1 cells, calcium flux, dopamine EC20 potentiation | potentiation, % at 10 µM | 360,000 compounds, 0.036% hits | AID 504651; in the data active = potentiation above about 30%; note: 0% is about no effect
Vif-APOBEC3F blk – blocks the Vif interaction with APOBEC3F. AID 602313. HeLa A3F-eYFP + Vif (tagged APOBEC3F with the HIV-1 protein that degrades it), YFP fluorescence increase. Potency, µM (highest dose often 46.1 µM), for the others: top-dose activity, negative = active. 390,000 compounds, 0.2% hits; note: potency is the fitted concentration of half-maximal effect; % of control where 0% means no effect; nearly all actives have a fitted effect of over 65% in size
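Fluorescence increase (Ex 488/Em 500-530) after overnight compound treatment at 37 deg C flags inhibition of Vif-driven A3F-eYFP loss in stable HeLa A3F-eYFP/Vif cells seeded overnight beforehand.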
RXFP1 ag – activates the human relaxin receptor RXFP1; AID 2676; Potency, µM (series often up to 57.5 µM), inactives show at the top dose activation, hits mostly activators; 370,000 compounds, 0.3% hits; HEK293T-RXFP1 cAMP TR-FRET, 30 min; response scale: percent of porcine relaxin response, buffer zero; note: potency is the fitted concentration of half-maximal effect; % is set by controls: 0 for no effect and ±100 for the full control effect; nearly all actives have a fitted effect of over 60% in size; many of its hits are not listed in these tables
Target sequence (Q9HBX9 whole entry, looked up): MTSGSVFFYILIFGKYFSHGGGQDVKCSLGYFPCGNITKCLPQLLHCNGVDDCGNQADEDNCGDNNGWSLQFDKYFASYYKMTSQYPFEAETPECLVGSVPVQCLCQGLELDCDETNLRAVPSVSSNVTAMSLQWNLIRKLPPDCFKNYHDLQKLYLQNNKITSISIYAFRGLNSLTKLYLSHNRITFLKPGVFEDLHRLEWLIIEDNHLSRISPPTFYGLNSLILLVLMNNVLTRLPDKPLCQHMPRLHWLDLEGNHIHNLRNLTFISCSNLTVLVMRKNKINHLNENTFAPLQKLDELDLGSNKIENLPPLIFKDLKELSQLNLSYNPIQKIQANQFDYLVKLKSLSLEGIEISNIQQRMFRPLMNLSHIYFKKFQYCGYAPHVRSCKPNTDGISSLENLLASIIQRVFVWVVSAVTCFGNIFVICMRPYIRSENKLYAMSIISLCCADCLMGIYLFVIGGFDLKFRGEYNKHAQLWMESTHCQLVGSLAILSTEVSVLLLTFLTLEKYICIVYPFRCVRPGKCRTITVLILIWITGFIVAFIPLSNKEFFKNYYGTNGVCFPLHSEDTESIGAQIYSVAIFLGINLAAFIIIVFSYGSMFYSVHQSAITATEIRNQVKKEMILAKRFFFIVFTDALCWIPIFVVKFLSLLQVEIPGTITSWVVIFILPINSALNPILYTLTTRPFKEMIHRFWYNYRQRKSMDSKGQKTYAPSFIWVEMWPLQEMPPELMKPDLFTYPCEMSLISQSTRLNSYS
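cAMP rise read by TR-FRET after 30 min, 37C compound exposure (up to 58 uM) in RXFP1-transfected HEK293 cells with Ro 20174 present. EC50 from Hill-equation fits, with 29 nM porcine relaxin as 100% and buffer as basal.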
* = called active by the depositor; ? = inconclusive; . = not tested or not shown; & = joins results of further samples. Unless noted, calls come from the whole dose curve; as a rule, active = well fitted curve in the direction sought with a large enough effect; inconclusive = small, poorly fitted or top-dose-only effect, or another doubt; inactive = no such curve, though single readings can be large; an effect the other way counts as inactive or inconclusive. An excerpt; count on the stated rates, not on these rows.

compound | D1 antagonist | Vif-APOBEC3G blk | GRP78 ERSR act | D2 potentiator | LDHA block | D1 ag | D1 potentiator | Vif-APOBEC3F blk | RXFP1 ag
C[C@@H]1CN([C@H](C)CO)C(=O)Cc2cc(NS(=O)(=O)c3ccc(F)cc3)ccc2O[C@H]1CN(C)Cc1ccc(C(=O)O)cc1 | . | 0% | 1% | . | 1 | . | . | 5% | .
FC(F)(F)c1cccc(NC(=S)N2CCN(c3ccccc3)CC2)c1 | -7 | 0% | -5% | -6 | -3 | 3 | -5 | 1% | 6.9%
COc1ccc(N(C(=O)c2snc(C(N)=O)c2N)C(C(=O)NC2CCCC2)c2ccc(F)cc2)c(OC)c1 (configuration not stated) | 13 | -6% | -4% | 3 | -1 | 13 | . | -14% | 2.2%
CCOc1ccc(N(C)S(=O)(=O)c2ccc(C)c(C(=O)OCC(=O)c3c[nH]c4ccccc34)c2)cc1 | 11 | 1% | 0% | 2 | -3 | 7 | -1 | 1% | -2.0%
O=S(=O)(Nc1nc2ccccc2nc1OCC(F)(F)F)c1cccs1 | -12 | -5% | -5% | -4 | -1 | 1 | -6 | 25µM* | 30%
COc1cccc(CNC(=O)C(NS(=O)(=O)c2ccc3c(c2)oc(=O)n3C)C(C)C)c1 (configuration not stated) | 4 | -2% | 0% | -7 | -13 | 0 | 0 | -5% | 0.4%
CCOC(=O)C1(Cc2cccc(Cl)c2)CCCN(C(=O)c2cccc(C)n2)C1 (configuration not stated) | 12 | 0% | -2% | 7 | -2 | -1 | -1 | -10% | -0.8%
CN(C)c1ccc(NC(=O)c2ccc3c(c2)nnn3C)cc1 | 10 | 0% | 4% | -1 | 2 | 3 | 3 | ? | 1.1%
Cc1ccc(C(=O)O/N=C(\N)c2ccccc2)c(Cl)c1 | 7 | -9% | -12% | 4 | 1 | 9 | 3 | -12% | 0.0%
Cc1ccc(N2CCN(S(=O)(=O)c3cc(C(=O)Nc4cc(Cl)cc(Cl)c4)ccc3F)CC2C)cc1 (configuration not stated) | 6 | 2% | -2% | 5 | -3 | -3 | 1 | ? | 1.7%
N#C/C(=C(/O)c1ccc(-c2cccc([N+](=O)[O-])c2)o1)c1nc2ccccc2s1 | -13 | -1% | 0% | 16 | -1 | 26 | -11 | 10% | 2.6%
O=C(NCC(=O)N(CC1CCCO1)C(C(=O)NC1CCCC1)c1cccnc1)c1ccco1 (configuration not stated) | -9 | 2% | -9% | 13 | 0 | 1 | -2 | -1% | 1.1%
C[C@@H]1CN([C@@H](C)CO)C(=O)CCCn2nncc2CO[C@@H]1CN(C)S(=O)(=O)c1ccc(Oc2ccccc2)cc1 | . | -1% | 1% | . | -25 | . | . | -6% | .
CC(C)(CC1(C)NC(=O)NC1=O)OCc1ccccc1 (configuration not stated) | . | 0% | -4% | . | -1 | . | . | -2% | .
Cc1cc(-c2[nH]nc3c2C(c2ccc(Cl)cc2)C(C#N)=C(N)O3)c(C)s1 (configuration not stated) | 10 | -4% | 1% | -8 | 4 | 0 | 0 | 11% | 1.5%
O=C(O)c1ccc(Nc2cnc3ccccc3n2)cc1 | -9 | -17% | -4% | 0 | -3 | 2 | -5 | -1% | 4.4%
CC1CCc2nc(NC(=O)C3COc4ccccc4O3)sc2C1 (configuration not stated) | 5 | 0% | -12% | . | 2 | -2 | 8 | 2% | 0.7%
CC(C)Cn1nc(NC(=O)C2CCCO2)c2cc3ccccc3nc21 (configuration not stated) | 3 | -3% | -1% | -3 | 0 | 0 | -9 | 2% | 2.4%
CC(C)N(C(=O)C[n+]1ccc(/C=N/O)cc1)C(C)C | 10 | -2% | 2% | -2 | -3 | 2 | -6 | 2% | -0.7%
CCc1ccc(OCC(=O)NC2CCCCC2)c(Br)c1 | 10 | 3% | 1% | 3 | -2 | 4 | 6 | -11% | 0.1%
CCN(CC(=O)Nc1c(F)cccc1F)C(=O)/C=C/c1ccc(OCC#N)c(OC)c1 | -13 | 0% | -3% | -11 | -6 | -1 | -3 | 5% | 0.3%
O=C1CC[C@@H]2CC3(C[C@@H]4CCN1[C@H]24)Nc1ccccc1NC3=NC1CCCCC1 (some centres not stated) | . | 0% | -2% | . | 6 | . | . | -6% | .
Cc1ccc(C)c(N2CCN(S(=O)(=O)c3ccc4c(c3)NC(=O)CS4)CC2)c1 | 1 | 0% | -7% | -10 | -4 | 1 | -8 | -2% | 0.8%
Cc1nnsc1S(=O)c1ccc(F)cc1 (configuration not stated) | -1 | -1% | -3% | 4 | -5 | 2 | -1 | 7% | 3.5%
Cc1cc(=O)oc2cc(OCC(=O)Nc3nnc(CC(C)C)s3)ccc12 | -11 | -8% | -4% | 5 | 1&-3 | 3 | 0 | . | 2.6%

Sorted by length of the SMILES (rising): 11 of the compounds above
compound | D1 antagonist | Vif-APOBEC3G blk | GRP78 ERSR act | D2 potentiator | LDHA block | D1 ag | D1 potentiator | Vif-APOBEC3F blk | RXFP1 ag
CC(C)(CC1(C)NC(=O)NC1=O)OCc1ccccc1 (configuration not stated) | . | 0% | -4% | . | -1 | . | . | -2% | .
CC1CCc2nc(NC(=O)C3COc4ccccc4O3)sc2C1 (configuration not stated) | 5 | 0% | -12% | . | 2 | -2 | 8 | 2% | 0.7%
CN(C)c1ccc(NC(=O)c2ccc3c(c2)nnn3C)cc1 | 10 | 0% | 4% | -1 | 2 | 3 | 3 | ? | 1.1%
CC(C)N(C(=O)C[n+]1ccc(/C=N/O)cc1)C(C)C | 10 | -2% | 2% | -2 | -3 | 2 | -6 | 2% | -0.7%
CC(C)Cn1nc(NC(=O)C2CCCO2)c2cc3ccccc3nc21 (configuration not stated) | 3 | -3% | -1% | -3 | 0 | 0 | -9 | 2% | 2.4%
CCOC(=O)C1(Cc2cccc(Cl)c2)CCCN(C(=O)c2cccc(C)n2)C1 (configuration not stated) | 12 | 0% | -2% | 7 | -2 | -1 | -1 | -10% | -0.8%
Cc1cc(-c2[nH]nc3c2C(c2ccc(Cl)cc2)C(C#N)=C(N)O3)c(C)s1 (configuration not stated) | 10 | -4% | 1% | -8 | 4 | 0 | 0 | 11% | 1.5%
COc1cccc(CNC(=O)C(NS(=O)(=O)c2ccc3c(c2)oc(=O)n3C)C(C)C)c1 (configuration not stated) | 4 | -2% | 0% | -7 | -13 | 0 | 0 | -5% | 0.4%
N#C/C(=C(/O)c1ccc(-c2cccc([N+](=O)[O-])c2)o1)c1nc2ccccc2s1 | -13 | -1% | 0% | 16 | -1 | 26 | -11 | 10% | 2.6%
O=C1CC[C@@H]2CC3(C[C@@H]4CCN1[C@H]24)Nc1ccccc1NC3=NC1CCCCC1 (some centres not stated) | . | 0% | -2% | . | 6 | . | . | -6% | .
C[C@@H]1CN([C@H](C)CO)C(=O)Cc2cc(NS(=O)(=O)c3ccc(F)cc3)ccc2O[C@H]1CN(C)Cc1ccc(C(=O)O)cc1 | . | 0% | 1% | . | 1 | . | . | 5% | .

Next part:
compound | D1 antagonist | Vif-APOBEC3G blk | GRP78 ERSR act | D2 potentiator | LDHA block | D1 ag | D1 potentiator | Vif-APOBEC3F blk | RXFP1 ag
COc1cccc(CNC(=O)CSc2ccc(-c3ccco3)nn2)c1 | 1 | 1% | 0% | -2 | -10 | -3 | 4 | -20% | 18%
Cc1cc2oc(=O)cc(C)c2cc1NC(=O)CCC(=O)O | 0 | 0% | -3% | 9 | -6 | 2 | 0 | 0% | -0.8%
CCn1c(SCC(=O)NC2CCCCC2)nnc1-c1cccs1 | 7 | -1% | -8% | 16 | 0 | 4 | -2 | -1% | 4.9%
CCOC(=O)c1ccc(NC(=O)C(=O)NCC2CCCO2)cc1 (configuration not stated) | -24 | 1% | 1% | 19 | 1 | 4 | -6 | -1% | 1.8%
Cc1cc(C)c2cc(CN(Cc3cccs3)Cc3nnnn3CC3CCCO3)c(=O)[nH]c2c1 (configuration not stated) | 1 | 1% | -2% | 6 | 1 | 2 | -5 | 3% | 5.9%
Cc1c(C(c2ccc(F)cc2)c2c(C)n(C)n(-c3ccccc3)c2=O)c(=O)n(-c2ccccc2)n1C | 2 | 0% | -2% | 5 | -2 | 2 | 1 | -1% | -0.2%
CCOC(=O)c1[nH]ncc1CN1CCCC(C(=O)c2ccc(SC)cc2)C1 (configuration not stated) | 0 | 0% | 0% | 15 | -10 | 20 | -3 | 2% | 1.9%
OCC[C@H]1C[C@H](O)[C@@H](O)[C@@]2(Cc3ccccc3O2)O1 | 4 | 1% | -4% | -11 | -4 | 3 | -6 | 5% | -0.7%
CC1=C(C#N)C(c2ccoc2)C(C(=O)OCc2ccccc2)=C(N)S1 (configuration not stated) | 2 | -6% | -6% | 1 | 3 | -1 | -4 | . | -0.5%
O=C1c2ccccc2C(=O)N1CCCCN(C(=O)c1cc([N+](=O)[O-])cc([N+](=O)[O-])c1)c1ccc(Cl)cc1 | -51* | 0% | 0% | 5 | -4 | 1 | -9 | 1% | 5.6%
CS(=O)(=O)N(CC(N)=O)c1cccc(Br)c1 | 9 | -1% | -2% | 48* | 1 | 0 | -1 | -2% | 3.1%
Cc1ccc(NC(=O)Nc2ccccc2C(N)=O)cc1 | -12 | 5% | 5% | -3 | -12 | 1 | -12 | 3% | 1.7%
O=C(CCc1nnc(CCC2CCCCC2)o1)NCc1ccon1 | -16 | 1% | 5% | 6 | -8 | 1 | -1 | 0% | 0.4%
CCn1c(CNC(=O)COC)nc2ccccc21 | -16 | 0% | -4% | 6 | 1 | 1 | -5 | -5% | 0.1%
O=C(Nc1ccc2nn(-c3ccc(F)cc3)nc2c1)c1cccc2c(Cl)cccc12 | 5 | 3% | -3% | 7 | -4 | 1 | 0 | -19% | -3.5%
COc1ccc(/C=C(\NC(=O)c2ccc(OC)c(OC)c2)C(=O)N2CCN(C)CC2)cc1 | -5 | 0% | -4% | -10 | -2 | 5 | -6 | 1% | 1.2%
CCCNC(=O)c1ccccc1NC(=O)c1ccc2c(c1)NC(=O)C(C)S2 (configuration not stated) | -12 | ? | -3% | 5 | -4 | 2 | -10 | -1% | 1.7%
Cc1ccc(S(=O)(=O)c2nc(S(C)(=O)=O)sc2N2CCN(C)CC2)cc1 | 51 | -2% | -5% | -6 | -2 | 2 | 4 | 5% | 11%
N#Cc1nc(Nc2cccc(-c3ccccc3)c2)nc(NC2CCCC2)n1 | -31* | . | . | . | -2 | 5 | -5 | . | .
